# AMA1-RON2 inh: AMA1-RON2 (P. falciparum) interaction inhibition. AlphaScreen AMA1-biotinylated RON2 peptide binding. Potency, µM (titrated, usually from 58.2 µM), for inactives: top-dose activity change, negative = inhibition, hits mostly inhibitors. 360,000 tested, 0.2% active;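 further: potency means the concentration at half of the fitted maximal effect; 0% = vehicle wells and -100% = peptide control; nearly all actives have a fitted effect of over 45% in size; some results filed as inactive show a strong effect at the top dose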
#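 AMA1 (3D7) with his tag at 25 nM final met compounds first, then biotinylated RON2 peptide at 25 nM; detection used donor plus acceptor beads, 10 µg/mL apiece, read by AlphaScreen after 30 min at room temperature.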
# Giardia FBPA inh: inhibitors of Giardia lamblia fructose-1,6-bisphosphate aldolase | A8B2U2 | purified Giardia FBPA | Potency, µM (top dose mostly 59.6 µM), for the others: top-dose activity, negative = inhibition, usual class: inhibitors | 290,000 tested, 0.71% active | AID 2451; further: potency means the concentration at half of the fitted maximal effect; on the % scale 0 is the no-effect control and ±100 the full control effect; nearly all actives have a fitted effect of over 55% in size
# Target sequence (A8B2U2 whole entry, looked up): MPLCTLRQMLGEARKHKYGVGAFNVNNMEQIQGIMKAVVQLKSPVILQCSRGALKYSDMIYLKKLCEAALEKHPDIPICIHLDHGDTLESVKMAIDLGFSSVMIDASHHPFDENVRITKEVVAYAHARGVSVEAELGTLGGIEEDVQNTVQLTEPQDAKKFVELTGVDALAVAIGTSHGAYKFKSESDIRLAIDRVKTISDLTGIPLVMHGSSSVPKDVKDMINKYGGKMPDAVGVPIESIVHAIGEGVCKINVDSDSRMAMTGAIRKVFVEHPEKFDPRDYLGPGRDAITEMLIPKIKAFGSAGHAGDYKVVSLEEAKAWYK
#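 40 nM FBPA preincubated 10 min at RT with compound (up to 57.5 uM final), then substrate plus GAPDH/TPI/NAD/arsenate coupling and diaphorase/resazurin added. Fluorescence read after 20 min at RT, 525/598 nm.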
# Shiga inhibitor: inhibitors of Shiga toxin in Vero cells; Vero cells, Shiga toxin protein synthesis inhibition reporter; inhibition, % at 38.7 µM; 290,000 tested, 9.2% active; in the data active means inhibition mostly above about 28%, no sharp cut-off; inactive means mostly below about 43%; further: 0% is about no effect
# AmpC inh no detg: inhibitors of E. coli AmpC beta-lactamase without detergent. Potency, µM (top dose mostly 57.1 µM), without a hit: top-dose activity change, negative = inhibition, usual class: inhibitors. 330,000 tested, 0.52% active. P00811. AmpC nitrocefin hydrolysis, absorbance 480 nm, 0.0001% Triton;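 further: potency means the concentration at half of the fitted maximal effect; plate controls were no compound for no effect and no enzyme for full effect; nearly all actives have a fitted effect of over 20% in size; some results filed as inactive show a strong effect at the top dose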
# Target sequence (P00811 whole entry, looked up): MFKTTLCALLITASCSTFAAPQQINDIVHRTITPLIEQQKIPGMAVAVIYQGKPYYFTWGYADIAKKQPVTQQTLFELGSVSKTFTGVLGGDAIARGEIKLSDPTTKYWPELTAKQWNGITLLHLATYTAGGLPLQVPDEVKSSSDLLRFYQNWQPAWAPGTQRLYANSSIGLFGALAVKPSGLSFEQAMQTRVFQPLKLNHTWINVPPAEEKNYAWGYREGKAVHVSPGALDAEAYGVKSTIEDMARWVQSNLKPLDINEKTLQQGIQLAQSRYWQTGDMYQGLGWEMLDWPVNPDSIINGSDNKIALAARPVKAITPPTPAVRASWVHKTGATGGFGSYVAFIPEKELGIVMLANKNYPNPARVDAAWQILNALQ
#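 20 mM phosphate pH 7.0 + 0.01% (detergent screen) or 0.0001% Triton X-100; 5.3 nM AmpC reagent; cpd preinc 15 min RT; nitrocefin (800 uM stock) to start; A480 q20 s × 4 min; Activity was normalised to no-enzyme and no-compound control wells.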
# HCMV antiviral: blocks human cytomegalovirus replication; 410,000 tested, 4.5% active; activity change, negative = inhibition, % at 57.5 µM; HFF cells, HCMV-luciferase reporter, 72 h; hits give low values; in the data active means activity change below about -60%; inconclusive means no clear call, values can overlap the other calls; inactive means above about -39%; further: on the % scale 0 is the no-effect control and ±100 the full control effect
#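 HFF cells seeded 16 h at 37C, treated with compounds, infected with luciferase-reporter HCMV at MOI 1 PFU/cell; luciferase read at 72 h post infection, normalized to buffer-only and Salinomycin controls.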
# AmpC inh detg: blocks E. coli AmpC beta-lactamase in detergent assay | P00811 | AmpC hydrolysis of nitrocefin, absorbance 480 nm, 0.01% Triton | Potency, µM (top dose mostly 114 µM), for the others: top-dose activity change, negative = inhibition, actives largely listed as inhibitors | 370,000 tested, 0.041% active;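 further: potency means the concentration at half of the fitted maximal effect; 0% = no-compound wells and -100% = no-enzyme wells; nearly all actives have a fitted effect of over 25% in size; some results filed as inactive show a strong effect at the top dose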
#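 AmpC (5.3 nM in the dispensed reagent) in 20 mM phosphate pH 7.0 with 0.01% (detergent screen) or 0.0001% Triton X-100 was preincubated with compounds for 15 min at room temperature. Nitrocefin was then added from an 800 uM solution, and hydrolysis was followed at 480 nm.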
# Cycloheximide cs: affects cycloheximide protein synthesis inhibition readout, counter-screen; max response, %; 300,000 tested, 12% active; cell reporter, cycloheximide protein synthesis inhibition counterscreen; in the data active means max response mostly above about 13%, no sharp cut-off; inactive means mostly below about 14%; further: read at 38.3 µM for the half of the compounds with a filed dose; 0% is about no effect
# * = called active by the depositor; ? = inconclusive; / = not tested or not shown; [ ] = dose if it differs, or a comment. Unless noted, the call rests on the fitted dose curve; in most records, active means well fitted curve in the direction sought with a large enough effect; inconclusive means small, poorly fitted or top-dose-only effect, or another doubt; inactive means no such curve, though single readings can be large; an effect the other way counts as inactive or inconclusive.
1	O=C(O)CN1CCN(Cc2cccc(Cl)c2)C1=O
2	C/C(=N\NC(=O)c1nnn(-c2nonc2N)c1C(C)C)c1ccncc1
3	O=C1CN(C(=O)c2ccccc2F)C(c2ccccc2)c2cc(Cl)ccc2N1 (stereo unspecified)
4	O=C(NCCCN1CCOCC1)c1cc(-c2ccc(Cl)c(Cl)c2)on1
5	CCOC(=O)c1[nH]c2ccc(F)cc2c1NC(=O)Nc1ccccc1OC
6	CCc1nc(SCC(=O)Nc2c(C)nn(C)c2C)c2cnn(-c3ccccc3)c2n1
7	CC(C)Oc1ccc(C(=O)Nc2cc(=O)n(C)c(=O)n2C)cc1
8	CS(=O)(=O)c1ccccc1C(=O)NC1CCCc2ccccc21 (stereo unspecified)
9	CC(C)(C)C1CCc2c(C(=O)NNC(=O)CCC(=O)O)csc2C1 (stereo unspecified)
10	CC(C)(C)NS(=O)(=O)c1ccc(NC(=O)NC2CCCCC2)cc1
entry no.,1,2,3,4,5,6,7,8,9,10
AMA1-RON2 inh,-4%,2%,3%,1%,-7%,/,-4%,48%[activator],-3%,3%
Giardia FBPA inh,-2%,1%,4%,0%,1%,/,3%,1%,5%,5%
Shiga inhibitor,11,7,-1,20,-7,-13,-11,-6,-3,57
AmpC inh no detg,-17%,12%,-48%,28%,-23%,-7%,-8%,-12%,-28%,-30%
HCMV antiviral,-9,-4,17,-32,31,/,43,-17,?,4
AmpC inh detg,-16%,10%,1%,-1%,-2%,-4%,-9%,-6%,?,?
Cycloheximide cs,-3,2,12,7,-1,1,-2,-1,-2,9

11	Cc1ccc(NC(=O)C2CC=CCC2C(=O)N2CCCCC2)cc1 (stereo unspecified)
12	CNc1oc(-c2cccs2)nc1S(=O)(=O)c1ccccc1
13	COc1ccc(N2C(=O)CC(N3CCN(C(=O)c4ccco4)CC3)C2=O)cc1 (stereo unspecified)
14	CC(=O)c1ccc(NC2=NCCCS2)cc1
15	Cc1ccc(CSc2nc3ccccc3cc2C=O)cc1
16	Cc1cc(NC(=O)/C=C/c2ccco2)ccc1NC(=O)c1ccccc1
17	COc1ccc(/C=N/NC(=O)c2ccc3c(c2)OCO3)c(C(=O)O)c1OC
18	O=C(CCSCc1ccc(Cl)cc1)NCCC1=CCCCC1
19	Cc1ccc(CNC(=O)C2C3C=CC4(CN(Cc5cccnc5)C(=O)C24)O3)cc1 (stereo unspecified)
20	CC(=O)Nc1ccc(NC(=O)C/C(C)=N/NC(=O)C(=O)Nc2ccc(C)c(Cl)c2)cc1
entry no.,11,12,13,14,15,16,17,18,19,20
AMA1-RON2 inh,-3%,-20%,15%,-3%,19%,-10%,0%,7%,6%,91%[activator]
Giardia FBPA inh,1%,1%,0%,7%,-1%,2%,-10%,5%,1%,-2%
Shiga inhibitor,10,-15,-8,10,22,53*,25,-7,-9,2
AmpC inh no detg,0%,-11%,-14%,-20%,6%,-31%,69%[activator],-18%,-2%,4%
HCMV antiviral,-20,-9,?,34,-97*,-8,25,-25,16,-11
AmpC inh detg,1%,0%,-10%,-11%,-2%,10%,-13%,-2%,?,-2%
Cycloheximide cs,-1,-2,0,15,-1,29*,11*,6,-7,0

21	CC1=NN(C(=O)c2ccc(Br)cc2)C(O)(c2ccccc2)C1 (stereo unspecified)
22	Cc1nc2ccccc2c(=O)n1NC(=O)C1CCC(C(C)(C)C)CC1 (stereo unspecified)
23	COc1ccc(C(=O)CSc2nnc(-c3ccc(S(=O)(=O)N4CCOCC4)cc3)o2)cc1
24	O=C(C[C@H]1C[C@H](C(=O)N2CCOCC2)[C@@]2(CCC3CCCC3)c3[nH]c4ccc(Cl)cc4c3CCN2C1=O)NCc1ccco1
25	O=C1C(Nc2ccccc2)=C/C(=N/S(=O)(=O)c2cccs2)c2ccccc21
26	C[C@H]1CN([C@@H](C)CO)C(=O)c2cccc(NC(=O)c3ccc(-c4nccs4)cc3)c2O[C@@H]1CN(C)C(=O)Nc1cccc2ccccc12
27	N#CC1(c2ccccc2)CCC(=NNS(=O)(=O)c2ccccc2)CC1 (stereo unspecified)
28	O=C(COC(=O)c1ccc(Cl)c(S(=O)(=O)N2CCCC2)c1)NCc1cccs1
29	CCCCOC(=O)Nc1ccc(C)c(Cl)c1
30	CCC(C)(C)C1CCC(=NNC(=O)c2ccc(Br)o2)CC1 (stereo unspecified)
entry no.,21,22,23,24,25,26,27,28,29,30
AMA1-RON2 inh,-9%,-4%,0%,5%,?,-2%,0%,11%,41%[activator],87%[activator]
Giardia FBPA inh,11%,1%,3%,/,?,/,/,3%,-3%,1%
Shiga inhibitor,37,-10,-22,/,16,/,/,-7,57*,123*
AmpC inh no detg,-39%,-20%,-14%,-22%,10µM*,265%[activator],-20%,-33%,-29%,-23%
HCMV antiviral,-18,-13,12,-28,/,54,51,-27,87,-25
AmpC inh detg,-2%,5%,-6%,/,-5%,/,3%,3%,0%,-6%
Cycloheximide cs,6,-3,-3,/,11,/,/,-2,33*,44*

31	O=C(c1cc(F)ccc1F)C1CCCN(C(=O)CSc2ccccn2)C1 (stereo unspecified)
32	CCN(CC)C(=O)c1ccc(NC(=O)CSc2nnnn2-c2cc(OC)ccc2OC)cc1
33	Cc1ccc(NC(=O)CC2SC(=O)N(c3ccccc3)C2=O)cc1 (stereo unspecified)
34	Cc1cc(C(=O)N/N=C/c2cc([N+](=O)[O-])cc(C)c2O)n[nH]1
35	Cc1cn2nc(N)c3ccccc3c2n1
36	CCC(CC)C(=O)Nc1c(C)n(C)n(-c2ccccc2)c1=O
37	COc1ccccc1C(=O)Nc1ccc(-c2nnc(SCC(=O)O)n2C)cc1
38	Cc1ccc(C(=O)N2CCCc3ccccc32)c(F)c1F
39	CNC(=S)NNC(=O)Cc1ccc(OC)c(OC)c1
40	Cc1ccc(NC(=O)COC(=O)C2CCC(=O)N2)c(S(=O)(=O)N2CCOCC2)c1 (stereo unspecified)
entry no.,31,32,33,34,35,36,37,38,39,40
AMA1-RON2 inh,-4%,21%,96%[activator],-9%,9%,-5%,-13%,0%,1%,15%
Giardia FBPA inh,6%,7%,?,?,3%,7%,4%,-9%,-19%,7%
Shiga inhibitor,0,-14,51*,-8,29,-8,-18,/,-28,-14
AmpC inh no detg,3%,18%,-37%,-28%,-1%,-12%,-31%,1%,-15%,-29%
HCMV antiviral,-8,?,52,-9,51,23,7,-19,?,36
AmpC inh detg,0%,-6%,-14%,1%,9%,-2%,3%,?,?,4%
Cycloheximide cs,1,8,27*,5,19*,-2,2,10,-8,-4

41	COC(=O)[C@@H]1C(c2ccccc2)(c2ccccc2)[C@@]1(C)C(=O)OC
42	Cc1csc2nc3cc(C(N)=O)ccc3c(=O)n12
43	O=C(C1CCN(C2CC(=O)N(c3cccc(Cl)c3)C2=O)CC1)N1CCCC1 (stereo unspecified)
44	CN1CCN(/N=C/c2c[nH]c3ccccc23)CC1
45	CCCn1nc(NS(=O)(=O)c2cccc3nonc23)c2cc3cccc(C)c3nc21
46	Cc1ccc2c(c1)c1c(n2CC2COC(C)(C)O2)C(=O)CCC1 (stereo unspecified)
47	CN(c1cccc(Cl)c1)S(=O)(=O)c1cccc(C(=O)NCc2ccncc2)c1
48	COc1ccc(C(=O)N2CCCCC2)cc1S(=O)(=O)Nc1cccc(C(=O)O)c1
49	Cc1ccc(OCCC(=O)OCC(=O)NC2CCCC2)cc1
50	Cc1c(C(=O)O)oc2ccc(S(=O)(=O)NC3CCCCCCC3)cc12
entry no.,41,42,43,44,45,46,47,48,49,50
AMA1-RON2 inh,8%[2.32 µM],-1%,-3%,9%,-11%,0%,-5%,-4%,6%,-1%
Giardia FBPA inh,1%,8%,-3%,0%,/,0%,/,3%,/,?
Shiga inhibitor,-2,3,-23,2,-5,-12,/,11,/,-4
AmpC inh no detg,35%,-4%,17%,-16%,-32%,81%[activator],-4%,-24%,-8%,-2%
HCMV antiviral,8,74,-15,41,11,-12,?,27,-18,-20
AmpC inh detg,?,-7%,?,3%,-5%,?,?,0%,-10%,-8%
Cycloheximide cs,-2,-3,5,1,-7,-1,/,-3,/,-2

51	COc1cccc(/C=N/NC(=O)Cn2cnc3c2c(=O)n(C)c(=O)n3C)c1
52	NC(=O)Nc1ccc(C(=O)OCC(=O)N2CCCC2=O)cc1
53	CC(=O)c1cccc(NC(=O)CSc2nnc(C(C)N(C)C)n2Cc2ccccc2)c1 (stereo unspecified)
54	COc1ccc(NC(=S)NC(NC(=O)CF)C(Cl)(Cl)Cl)c([N+](=O)[O-])c1 (stereo unspecified)
55	CCCC1CC(CSC(=N)N)OC1=O (stereo unspecified)
56	CCOC(=O)C1CCCN(C(=O)c2cc(-c3ccccc3)nc3ccccc23)C1 (stereo unspecified)
57	CN(Cc1ccccc1N1CCCC1)C(=O)c1cc2ccccc2o1
58	O=C(/C=C\c1ccco1)NC(=S)Nc1ccccc1O
59	COc1cc(SC)ccc1C(=O)NCCOc1ccc(C)c(C)c1
60	COc1cccc(-c2nnc3n2N=C(c2c(OC)cccc2OC)CS3)c1OC
entry no.,51,52,53,54,55,56,57,58,59,60
AMA1-RON2 inh,-7%,-1%,-1%,-2%,10%,7%,?,74%[activator],-12%,/
Giardia FBPA inh,5%,/,-1%,-23%,3%,4%,/,?,0%,3%
Shiga inhibitor,-6,/,-22,-11,-7,-3,/,64*,-5,-4
AmpC inh no detg,0%,-22%,68%[activator],-28%,-23%,60%,0%,-52%,-9%,/
HCMV antiviral,-17,0,5,22,-9,-37,61,19,17,/
AmpC inh detg,?,6%,-16%,?,-5%,-7%,/,7%,?,/
Cycloheximide cs,1,/,-3,-1,8,5,/,34*,3,-5

# Filtered by structure, those above containing fluorine.
3	O=C1CN(C(=O)c2ccccc2F)C(c2ccccc2)c2cc(Cl)ccc2N1 (stereo unspecified)
5	CCOC(=O)c1[nH]c2ccc(F)cc2c1NC(=O)Nc1ccccc1OC
31	O=C(c1cc(F)ccc1F)C1CCCN(C(=O)CSc2ccccn2)C1 (stereo unspecified)
38	Cc1ccc(C(=O)N2CCCc3ccccc32)c(F)c1F
54	COc1ccc(NC(=S)NC(NC(=O)CF)C(Cl)(Cl)Cl)c([N+](=O)[O-])c1 (stereo unspecified)
entry no.,3,5,31,38,54
AMA1-RON2 inh,3%,-7%,-4%,0%,-2%
Giardia FBPA inh,4%,1%,6%,-9%,-23%
Shiga inhibitor,-1,-7,0,/,-11
AmpC inh no detg,-48%,-23%,3%,1%,-28%
HCMV antiviral,17,31,-8,-19,22
AmpC inh detg,1%,-2%,0%,?,?
Cycloheximide cs,12,-1,1,10,-1
